# From PubChem
# Mtb BioA inh = BioA (M. tuberculosis) enzyme inhibition; purified M. tuberculosis BioA enzyme, plate reader; inhibition, % at 9.99 µM; 360,000 tested, 0.096% active; in the data active = inhibition above about 40%
# Active calls of the source: *.
SMILES,Mtb BioA inh
CC(C)NC(=O)N(C)C[C@H]1Oc2ccc(NC(=O)CCC(F)(F)F)cc2CC(=O)N([C@@H](C)CO)C[C@H]1C,0.7
C[C@H](CO)N1C[C@H](C)[C@H](CN(C)C(=O)Nc2ccc(C(F)(F)F)cc2)OCCCC[C@H](C)Oc2ccc(NC(=O)Nc3cccc4ccccc34)cc2C1=O,0.3
CO[C@H]1CN(C)C(=O)c2cc(NC(=O)Nc3ccc(Cl)c(Cl)c3)ccc2OC[C@@H](C)NC[C@H]1C,-0.9
C[C@@H]1CN([C@H](C)CO)S(=O)(=O)c2ccc(-c3cncnc3)cc2O[C@@H]1CN(C)C(=O)c1ccc2c(c1)OCO2,0.3
COCC(=O)N1CC[C@@H]2[C@H]1c1cc(-c3ccc(F)cc3)ccc1N(C)[C@@H]2CO,14
CC(C)CC#Cc1cnc2c(c1)C(=O)N([C@@H](C)CO)C[C@H](C)[C@@H](CN(C)C(=O)c1ccccc1F)O2,0.8
C[C@@H]1CN([C@@H](C)CO)C(=O)c2cc(NC(=O)C3CCCCC3)ccc2O[C@@H]1CN(C)C(=O)NC1CCCCC1,-3.0
O=C(C[C@@H]1CC[C@@H]2[C@H](COC[C@H](O)CN2S(=O)(=O)c2ccccc2)O1)NCc1ccc(-c2ccccc2)cc1,0.2
CN(C)CC(=O)Nc1ccc2c(c1)[C@H]1C[C@H](CC(=O)NCc3ccc(Cl)cc3)O[C@H](CO)[C@H]1O2,-0.2
C[C@H]1CN([C@@H](C)CO)C(=O)c2cc(-c3cccc(C(=O)N(C)C)c3)cnc2O[C@H]1CN(C)S(=O)(=O)c1cccc(F)c1,5.1
C[C@@H]1CCCCO[C@@H](CN(C)Cc2ccc(Cl)c(Cl)c2)[C@@H](C)CN([C@@H](C)CO)C(=O)c2cc(NC(=O)Nc3ccccc3)ccc2O1,-1.3
C[C@H]1CN([C@@H](C)CO)C(=O)c2cccc(NC(=O)NC3CCCCC3)c2O[C@@H]1CN(C)Cc1ccc(C(F)(F)F)cc1,12
Cc1noc(C)c1NC(=O)Nc1cccc2c1O[C@H](CN(C)C(=O)Nc1cccc3ccccc13)[C@H](C)CN([C@H](C)CO)C2=O,3.4
CN1C(=O)c2cc(NC(=O)c3cccc(C(F)(F)F)c3)ccc2OC[C@@H]2O[C@H](CC(=O)NCCN3CCCC3)CC[C@@H]21,0.5
O=C(C[C@H]1CC[C@@H]2[C@H](COC[C@H](O)CN2C(=O)Nc2ccc(F)cc2)O1)NC1CCC1,-0.2
OC[C@H]1[C@H](c2ccc(-c3ccc(F)cc3)cc2)[C@@H]2CN(CCC(F)(F)F)CCCCN12,0.1
COCc1cn(CC[C@H]2CC[C@@H](NC(=O)c3ccc(F)cc3)[C@H](CO)O2)nn1,2.1
COCC(=O)N(C)C[C@H]1Oc2cc(C#Cc3cccnc3)ccc2S(=O)(=O)N([C@@H](C)CO)C[C@@H]1C,9.1
CCCN1[C@@H]2c3ccc(-c4ccc(F)cc4)c(=O)n3C[C@H]1[C@H](CO)[C@H]2C(=O)OC,-1.8
O=C(C[C@H]1CC[C@@H]2[C@H](COC[C@@H](O)CN2Cc2cccc(-c3ccncc3)c2)O1)N1CCOCC1,2.1
COc1ccc(S(=O)(=O)N(C)C[C@@H]2Oc3c(NC(=O)c4cnccn4)cccc3C(=O)N([C@H](C)CO)C[C@@H]2C)cc1,1.5
CC(C)CC#Cc1ccc2c(c1)O[C@H](CN(C)C(=O)Nc1ccccc1)[C@H](C)CN([C@@H](C)CO)S2(=O)=O,-2.6
C[C@H]1CN([C@@H](C)CO)C(=O)Cc2cc(NC(=O)C3CC3)ccc2O[C@@H]1CN(C)Cc1ccc(C(F)(F)F)cc1,2.1
COc1ccc(S(=O)(=O)N(C)C[C@H]2Oc3c(NC(=O)c4ccncc4)cccc3C(=O)N([C@H](C)CO)C[C@H]2C)cc1,-2.2
C[C@@H]1CN([C@H](C)CO)C(=O)c2cc(NS(=O)(=O)c3cccs3)ccc2O[C@@H](C)CCCCO[C@@H]1CN(C)C(=O)c1ccccc1,1.2

# Among those listed so far, these have a Cl atom:
SMILES,Mtb BioA inh
CO[C@H]1CN(C)C(=O)c2cc(NC(=O)Nc3ccc(Cl)c(Cl)c3)ccc2OC[C@@H](C)NC[C@H]1C,-0.9
CN(C)CC(=O)Nc1ccc2c(c1)[C@H]1C[C@H](CC(=O)NCc3ccc(Cl)cc3)O[C@H](CO)[C@H]1O2,-0.2
C[C@@H]1CCCCO[C@@H](CN(C)Cc2ccc(Cl)c(Cl)c2)[C@@H](C)CN([C@@H](C)CO)C(=O)c2cc(NC(=O)Nc3ccccc3)ccc2O1,-1.3

# (further entries)
SMILES,Mtb BioA inh
Cc1noc(C)c1S(=O)(=O)Nc1ccc2c(c1)C(=O)N([C@@H](C)CO)C[C@@H](C)[C@@H](CN(C)C(=O)Nc1ccc3c(c1)OCO3)OCCCC[C@H](C)O2,-4.8
O=C(Nc1cccc(Cl)c1)N1C[C@H]2[C@@H](c3ccccc31)[C@@H](CO)N2C(=O)C1CCCC1,1.1
CC=Cc1ccc2n(c1=O)C[C@@H]1[C@@H](CO)[C@H](C(=O)NCC3CC3)[C@H]2N1CCC(F)(F)F (mixture of isomers),-1.3
C[C@@H]1CN([C@@H](C)CO)C(=O)c2cc(Br)cnc2O[C@@H]1CN(C)C(=O)c1cccnc1,0.2
CN(C)C(=O)[C@H]1N[C@H]2c3ccc(-c4ccc(F)cc4)c(=O)n3C[C@H]2[C@@H]1CO,11
COc1cccc(-c2cnc3c(c2)C(=O)N([C@@H](C)CO)C[C@H](C)[C@H](CN(C)Cc2ccccc2)O3)c1,2.1
C[C@@H]1CN([C@@H](C)CO)C(=O)c2cc(/C=C/c3ccccc3)cnc2O[C@H]1CN(C)C(=O)Nc1ccccc1F,-2.0
COc1ccc(NC(=O)Nc2cccc3c2O[C@H](CN(C)C(=O)Nc2c(C)noc2C)[C@@H](C)CN([C@@H](C)CO)C3=O)cc1,2.2
CCCNC(=O)Nc1ccc2c(c1)C(=O)N(C)C[C@@H](OC)[C@H](C)CN(C)[C@@H](C)CO2,-0.8
C[C@H](CO)N1C[C@H](C)[C@H](CN(C)Cc2ccncc2)Oc2ccc(NC(=O)CCN3CCOCC3)cc2C1=O,-2.1
Cc1noc(C)c1NC(=O)Nc1ccc2c(c1)CC(=O)N([C@@H](C)CO)C[C@H](C)[C@@H](CN(C)Cc1ccc(Cl)c(Cl)c1)O2,4.2
COc1ccc(NC(=O)Nc2ccc3c(c2)C(=O)N([C@@H](C)CO)C[C@H](C)[C@H](CN(C)C(=O)CCCN(C)C)OCCCC[C@H](C)O3)cc1,5.2
C[C@@H]1CCCCO[C@H](CN(C)Cc2ccc(C(=O)O)cc2)[C@H](C)CN([C@@H](C)CO)C(=O)c2cc(NS(=O)(=O)c3ccc(Cl)cc3)ccc2O1,-1.4
COCC(=O)N1C[C@H](C)[C@@H](OC)CN(C)C(=O)c2cc(NC(=O)Nc3cccc(F)c3)ccc2OC[C@H]1C,0.2
O=S(=O)(NC1CCN(Cc2ccc(OCCO)cc2)CC1)c1cc(Cl)ccc1Cl,-0.4
O=C(N[C@@H]1C=C[C@H](CC(=O)N2CCN(c3ccccc3)CC2)O[C@H]1CO)c1ccncc1,-0.1
CC(C)NC(=O)N(C)C[C@H]1Oc2ncc(-c3ccccc3F)cc2C(=O)N([C@@H](C)CO)C[C@H]1C,1.5
COc1cccc(C(=O)Nc2ccc3c(c2)OC[C@@H](C)N(C(C)=O)C[C@@H](C)[C@@H](OC)CN(C)C3=O)c1,-0.2
C[C@H]1CN([C@@H](C)CO)C(=O)Cc2cc(NC(=O)c3ccncc3)ccc2O[C@H]1CN(C)Cc1ccccc1,0.1
CN1C(=O)c2cc(NC(=O)c3ccc(F)c(F)c3)ccc2OC[C@H]2O[C@H](CC(=O)N3CCCCC3)CC[C@H]21,6.7
CC(C)NC(=O)Nc1ccc2c(c1)CC(=O)N([C@H](C)CO)C[C@H](C)[C@H](CN(C)S(=O)(=O)c1ccc(Cl)cc1)O2,1.9
CN(C)C(=O)[C@H]1[C@H](CO)[C@H]2Cn3c(ccc(-c4ccccc4F)c3=O)[C@@H]1N2C,-1.8
Cc1ccc(S(=O)(=O)Nc2ccc3c(c2)C(=O)N([C@@H](C)CO)C[C@@H](C)[C@@H](CN(C)CC2CC2)O3)cc1,-2.4
O=C(Cc1ccncc1)Nc1ccc2c(c1)[C@H]1C[C@H](CC(=O)N3CCc4ccccc4C3)O[C@H](CO)[C@H]1O2,1.0
C[C@@H]1CN([C@H](C)CO)C(=O)c2cccc(NS(=O)(=O)c3cn(C)cn3)c2O[C@@H]1CN(C)CC1CC1,1.2

# An excerpt taken from the entries so far, as a working copy:
SMILES,Mtb BioA inh
Cc1noc(C)c1S(=O)(=O)Nc1ccc2c(c1)C(=O)N([C@@H](C)CO)C[C@@H](C)[C@@H](CN(C)C(=O)Nc1ccc3c(c1)OCO3)OCCCC[C@H](C)O2,-4.8
O=C(Nc1cccc(Cl)c1)N1C[C@H]2[C@@H](c3ccccc31)[C@@H](CO)N2C(=O)C1CCCC1,1.1
CC=Cc1ccc2n(c1=O)C[C@@H]1[C@@H](CO)[C@H](C(=O)NCC3CC3)[C@H]2N1CCC(F)(F)F (mixture of isomers),-1.3
C[C@@H]1CN([C@@H](C)CO)C(=O)c2cc(Br)cnc2O[C@@H]1CN(C)C(=O)c1cccnc1,0.2

# Continued:
SMILES,Mtb BioA inh
C[C@@H]1CCCCO[C@H](CN(C)Cc2ccc(C(=O)O)cc2)[C@@H](C)CN([C@H](C)CO)C(=O)c2cc(NS(=O)(=O)c3ccc(Cl)cc3)ccc2O1,-2.6
O=C(C[C@@H]1C[C@H]2c3cc(NC(=O)C4CCOCC4)ccc3O[C@H]2[C@H](CO)O1)NCCc1ccccc1,-2.2
C[C@@H]1CN([C@H](C)CO)C(=O)c2cc(C#C[C@@H](C)O)cnc2O[C@H]1CN(C)Cc1cccc(F)c1,5.0
CCCNC(=O)Nc1ccc2c(c1)OC[C@H](C)N(C(=O)c1ccccc1F)C[C@@H](C)[C@H](OC)CN(C)C2=O,-0.9
C[C@@H](NC(=O)C[C@@H]1CC[C@H](NC(=O)C2CCC2)[C@@H](CO)O1)c1ccccc1,-0.7
O=C(Nc1ccc(F)cc1)Nc1ccc2c(c1)[C@H]1C[C@H](CC(=O)N3CCCCC3)O[C@H](CO)[C@H]1O2,-1.6
C[C@@H]1CN([C@H](C)CO)C(=O)c2cc(NC(=O)Nc3ccccc3)ccc2O[C@H]1CN(C)Cc1ccc(Oc2ccccc2)cc1,1.7
O=S(=O)(c1ccc(F)cc1)N1CCCCN2[C@H](C1)[C@@H](c1ccc(C#CC3CCCC3)cc1)[C@@H]2CO,-1.8
COCC#Cc1cnc2c(c1)C(=O)N([C@@H](C)CO)C[C@H](C)[C@@H](CN(C)C(=O)CCN1CCCCC1)O2,1.2
O=C(N[C@@H]1C=C[C@H](CC(=O)N2CCN(c3ccccc3)CC2)O[C@@H]1CO)c1ccncc1,0.5
C[C@@H]1CN([C@H](C)CO)C(=O)Cc2cc(NC(=O)C3CC3)ccc2O[C@@H]1CN(C)C(=O)Nc1ccc(C(F)(F)F)cc1,1.0
C[C@H](CO)N1C[C@H](C)[C@H](CN(C)C(=O)c2ccc3c(c2)OCO3)Oc2ncc(C3=CCCC3)cc2C1=O,0.1
C[C@@H](NC(=O)C[C@H]1C[C@H]2c3cc(NS(C)(=O)=O)ccc3O[C@H]2[C@@H](CO)O1)c1ccccc1,-0.3
COc1ccc(CNC(=O)C[C@@H]2C=C[C@H](NC(=O)Nc3ccc4c(c3)OCO4)[C@H](CO)O2)cc1,-1.6
O=C(c1cccc(F)c1)N1CCCCN2[C@H](CO)[C@H](c3ccc(C#CC4(O)CCCC4)cc3)[C@@H]2C1,-1.0
Cc1noc(C)c1S(=O)(=O)Nc1ccc2c(c1)CC(=O)N([C@@H](C)CO)C[C@@H](C)[C@@H](CN(C)Cc1ccncc1)O2,-2.7
O=C(Nc1ccccc1)[C@H]1[C@H](CO)[C@H]2Cn3c(cccc3=O)[C@H]2N1CC1CC1,-1.5
Cc1noc(C)c1NC(=O)Nc1cccc2c1O[C@@H](CN(C)Cc1ccc(Oc3ccccc3)cc1)[C@@H](C)CN([C@H](C)CO)C2=O,-1.3
COc1ccc(NC(=O)N[C@@H]2CC[C@H](CCn3cc(-c4ccc(OC)cc4)nn3)O[C@@H]2CO)cc1,0.9
C[C@@H]1CCCCO[C@@H](CN(C)S(=O)(=O)c2cn(C)cn2)[C@@H](C)CN([C@@H](C)CO)C(=O)c2cc(NS(=O)(=O)c3cccs3)ccc2O1,-4.0
COc1ccc(S(=O)(=O)N2CCCCN3[C@H](CO)[C@@H](c4ccc(C5=CCCC5)cc4)[C@@H]3C2)cc1,4.1
C[C@@H]1CCCCO[C@H](CN(C)C(=O)C2CCCCC2)[C@@H](C)CN([C@H](C)CO)C(=O)c2cc(NC(=O)Nc3ccc(F)cc3)ccc2O1,0.9
C[C@H](CO)N1C[C@H](C)[C@H](CN(C)Cc2ccc3c(c2)OCCO3)OCc2cnnn2CCCC1=O,0.7
C[C@H](CO)N1C[C@H](C)[C@@H](CN(C)C(=O)Nc2ccc(F)cc2)Oc2ccc(NC(=O)Nc3ccc(F)cc3)cc2C1=O,2.1
CCC(=O)N(C)C[C@H]1Oc2cc(-c3ccccc3F)ccc2S(=O)(=O)N([C@@H](C)CO)C[C@H]1C,-0.2
COCC(=O)N(C)C[C@@H]1Oc2cc(C#C[C@@H](C)O)ccc2S(=O)(=O)N([C@@H](C)CO)C[C@H]1C,-0.2
CN1CCCCN2[C@@H](CO)[C@@H](c3ccc(C#CC4(O)CCCC4)cc3)[C@@H]2C1,-0.1
COc1ccc(NC(=O)Nc2cccc3c2O[C@H](CN(C)C(=O)Nc2cccc4ccccc24)[C@H](C)CN([C@H](C)CO)C3=O)cc1,0.7

# An excerpt. The share of hits here may be higher or lower than overall.
